Screening results (PubChem BioAssay)
CAL PDZ FP-1: human CAL PDZ-peptide interaction inhibition. 0.02% of 330,000 active. inhibition, % at 20 µM. Q9HD26. AID 504414. purified CAL PDZ, TMR-peptide fluorescence polarization, 1 h;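 active means highest replicate inhibition of at least 40%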;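 further: plate controls were DMSO neutral control wells for no effect and unlabeled competitor peptide control wells for full effect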
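Control set: unlabelled peptide and DMSO controls / Material: purified CerCALP PDZ construct / Timing: 1 h incubation at room temperature before polarization reading / Doses: 20 µM, one dose / Detection: fluorescence polarization (mP)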
E coli growth: counter-screen for AddAB inhibitors: E. coli growth inhibition; E. coli V3065 growth, OD600 absorbance, 18 h; inhibition, % at 11.9 µM; 0.27% of 330,000 active;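 active means inhibition above the campaign's mean inhibition across all tested compounds plus 3 SD, cut at about 9.9% in these data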;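 further: uninfected addAB+ strain grown without phage in ampicillin broth; 0% = DMSO wells and 100% = ciprofloxacin 0.95 µg/ml wells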
phage Ecoli inh: E. coli growth loss with phage present. growth absorbance. 0.26% of 360,000 active. inhibition, % at 11.9 µM; in the data active means inhibition above about 11%
CAL PDZ FP-2: blocks peptide binding to the human CAL PDZ domain. AID 602252. inhibition, % at 24.9 µM. Q9HD26. 0.92% of 300,000 active. purified CAL PDZ, TMR-peptide fluorescence polarization, 1 h;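 active means mean inhibition of at least 30% with at least half of replicates also reaching 30%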;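 further: 0% = DMSO neutral control and 100% = excess unlabeled competitor peptide PRC23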
Tat export inh: E. coli Tat transport inhibition; E. coli MC4100 TorA-mCherry Tat export, fluorescence; inhibition, % at 10 µM; 0.036% of 340,000 active;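 active means mean replicate inhibition at least 50% and at least half of replicates individually reaching 50%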;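 further: exported cargo escapes ClpAP degradation while cytoplasmic cargo is degraded and loses fluorescence; 0% = median of neutral control wells and 100% = median of NaSCN control wells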
Wnt bcat act: activates Wnt/beta-catenin signaling in a reporter cell assay; activation, % at 9.35 µM; 1.2% of 300,000 active; activator, plate reader; in the data active means activation above about 30%, passing the limit was not always enough;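 further: 0% = neutral control wells and 100% = positive control wells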
SR-BI HDL uptake: inhibitors of mouse SR-BI mediated HDL lipid uptake; ldlA[mSR-BI] CHO cells, DiI-HDL uptake fluorescence, 3 h; inhibition, % at 12.5 µM; Q61009; 0.96% of 320,000 active;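 active means mean replicate inhibition of at least 70% and a set share of replicates each scoring 70 or more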;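 further: 0% = median of neutral control wells and 100% = median of positive control wells; values of inactives mirror those of a sister screen read the other way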
Target sequence (Q61009 whole entry, looked up): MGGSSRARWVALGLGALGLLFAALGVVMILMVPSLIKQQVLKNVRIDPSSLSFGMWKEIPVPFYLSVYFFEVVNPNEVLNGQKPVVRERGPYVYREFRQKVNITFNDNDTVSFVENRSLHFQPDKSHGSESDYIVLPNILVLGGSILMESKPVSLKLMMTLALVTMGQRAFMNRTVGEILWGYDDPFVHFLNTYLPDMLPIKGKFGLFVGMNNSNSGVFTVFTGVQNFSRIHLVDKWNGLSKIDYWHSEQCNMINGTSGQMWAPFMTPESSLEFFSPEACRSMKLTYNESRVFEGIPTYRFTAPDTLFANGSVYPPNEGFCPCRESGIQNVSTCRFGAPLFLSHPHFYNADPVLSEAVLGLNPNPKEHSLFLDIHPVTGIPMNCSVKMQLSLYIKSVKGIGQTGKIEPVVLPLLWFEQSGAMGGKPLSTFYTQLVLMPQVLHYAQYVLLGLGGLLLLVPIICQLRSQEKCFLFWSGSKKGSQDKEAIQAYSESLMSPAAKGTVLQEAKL
SR-BI uptake up: SR-BI HDL lipid transfer activation; 0.096% of 320,000 active; CHO ldlA[mSR-BI] cells, DiI-HDL uptake fluorescence, 3 h; 100 = double the neutral-control signal; activation, % at 12.5 µM;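 active means mean replicate activation of at least 60% and every replicate at or above 60%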;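 further: 0% = median plate neutral-control signal and 100% = twice that signal; values of inactives mirror those of a sister screen read the other way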
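System: LDL receptor-deficient CHO ldlA cells overexpressing murine SR-BI | Timing: 3 h uptake period with compound, 37 °C | Medium: HEPES-buffered (25 mM, pH 7.4) F12 plus 0.5% BSA | Dosing: Single-point compound dose | Signal: Bottom-read fluorescence, 550/595 nm | Read-out: Retained DiI signal reflecting DiI-HDL uptake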
AddAB inh: less growth of phage-infected E. coli with AddAB; E. coli expressing H. pylori AddAB, absorbance growth; inhibition, % at 11.9 µM; AID 435030; 0.29% of 330,000 active; in the data active means inhibition above about 12%;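 further: 0% = vehicle wells of infected cells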
MITF TRPM1 HTS: activators of MITF-driven TRPM1 promoter activity in SK-MEL-5 cells; SK-MEL-5 TRPM1-promoter luciferase, 24 h; % of positive control, neutral wells = 0; activation, % at 12.5 µM; 0.75% of 300,000 active; AID 588334;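 active means mean activation of at least 80% with every replicate also reaching 80%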;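 further: 0% = neutral control wells and 100% = parthenolide positive control wells; values of inactives mirror those of a sister screen read the other way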
Active calls of the source: *.

Cc1nc(NC(=O)c2ccccc2)sc1C1(C)CC(c2c(Cl)cccc2Cl)=NO1 (stereo not drawn) was read as CAL PDZ FP-1 -1.2, phage Ecoli inh 0.9, CAL PDZ FP-2 -2, Tat export inh 0, Wnt bcat act -2, SR-BI HDL uptake 51, SR-BI uptake up -51 and MITF TRPM1 HTS -8.
For Cc1cc(C(=O)N/N=C/c2ccncc2)c2ccccc2n1 the results were CAL PDZ FP-1 -0.6, E coli growth -0.5, phage Ecoli inh 2.8, CAL PDZ FP-2 -3, Tat export inh -13, Wnt bcat act 0, SR-BI HDL uptake -25, SR-BI uptake up 25, AddAB inh 1.1 and MITF TRPM1 HTS 1.
For CCN1C(=O)CSC1=Nc1ccc(Cl)c(Cl)c1 the results were CAL PDZ FP-1 -4.8, E coli growth 3.1, phage Ecoli inh -0.5, CAL PDZ FP-2 0, Tat export inh -3, Wnt bcat act -1, SR-BI HDL uptake 17, SR-BI uptake up -17 and AddAB inh 5.2.
For CCOC(=O)C(C)(C)Sc1nc2c(cnn2-c2ccc(Cl)cc2)c(=O)[nH]1 the results were CAL PDZ FP-1 -2.2, E coli growth 0.9, phage Ecoli inh 3.0, Tat export inh 1, Wnt bcat act -2, SR-BI HDL uptake 50, SR-BI uptake up -50, AddAB inh -0.5 and MITF TRPM1 HTS 5.
Screening COCCN(C(=O)CCc1ccccc1OC)c1nnc(-c2cccnc2)s1 returned CAL PDZ FP-1 -2.2, E coli growth -0.8, phage Ecoli inh 3.1, CAL PDZ FP-2 -3, Tat export inh 2, Wnt bcat act -6, SR-BI HDL uptake 22, SR-BI uptake up -22, AddAB inh 1.4 and MITF TRPM1 HTS 4.
Screening O=C(NCCCn1ccnc1)/C(=C/c1ccc(Cl)cc1)NC(=O)c1ccccc1 returned CAL PDZ FP-1 0.2, E coli growth -1.2, phage Ecoli inh -0.7, Tat export inh -2, Wnt bcat act -1, AddAB inh 0.5 and MITF TRPM1 HTS -19.
For O=C(NCC1CCCCC1)NCC1CCCCC1 the results were CAL PDZ FP-1 0.1, phage Ecoli inh -0.3, CAL PDZ FP-2 -1, Tat export inh -3, Wnt bcat act 26, SR-BI HDL uptake -13, SR-BI uptake up 13 and MITF TRPM1 HTS 72.
Screening COc1ccccc1/C=C/CN1CCC(n2nccc2NC(=O)CCc2ccccc2)CC1 returned CAL PDZ FP-1 -3.7, E coli growth -0.8, phage Ecoli inh 1.1, CAL PDZ FP-2 -2, Tat export inh 5, Wnt bcat act 1, SR-BI HDL uptake 67, SR-BI uptake up -67, AddAB inh 2.5 and MITF TRPM1 HTS 1.
For FC(F)(F)c1cccc(N2CCN(c3nnnn3-c3ccccc3)CC2)c1 the results were CAL PDZ FP-1 0.7, E coli growth -1.0, phage Ecoli inh -0.2, CAL PDZ FP-2 -3, Tat export inh 11, SR-BI HDL uptake -13, SR-BI uptake up 13, AddAB inh -0.4 and MITF TRPM1 HTS 1.
`Fc1ccc(C2CC(c3cccs3)=NN2c2ccccc2)cc1` (stereo not drawn) gave CAL PDZ FP-1 -0.8, phage Ecoli inh 2.6, CAL PDZ FP-2 7, Tat export inh -1, Wnt bcat act -1, SR-BI HDL uptake 24, SR-BI uptake up -24 and MITF TRPM1 HTS 21.
Screening COc1ccc(CC(=O)O/N=C(\N)c2ccc(C)cc2)cc1 returned CAL PDZ FP-1 -0.4, E coli growth -0.8, phage Ecoli inh 1.7, Tat export inh -2, Wnt bcat act 16, SR-BI HDL uptake -19, SR-BI uptake up 19 and AddAB inh -0.1.
For Cc1nc2ccc(NC(=O)c3ccc(Cl)s3)cc2s1 the results were CAL PDZ FP-1 -0.6, E coli growth -0.1, phage Ecoli inh 2.7, CAL PDZ FP-2 -4, Tat export inh -6, Wnt bcat act 12, SR-BI HDL uptake 23, SR-BI uptake up -23, AddAB inh 5.1 and MITF TRPM1 HTS 87*.
Screening Cc1ccc(N(Cc2ccccc2)C(=O)CN2C(=O)NC3(CCCC3)C2=O)cc1 returned CAL PDZ FP-1 -2.2, E coli growth -0.1, phage Ecoli inh 1.4, CAL PDZ FP-2 1, Tat export inh 0, Wnt bcat act 1, SR-BI HDL uptake 9, SR-BI uptake up -9, AddAB inh -0.4 and MITF TRPM1 HTS 14.
For CCc1cccc(C)c1NC(=O)CCCn1c(=O)c2cccn2c2cccnc21 the results were CAL PDZ FP-1 -3.2, E coli growth -0.2, phage Ecoli inh 1.4, CAL PDZ FP-2 -1, Tat export inh 4, Wnt bcat act 0, SR-BI HDL uptake 0, SR-BI uptake up 0, AddAB inh 2.2 and MITF TRPM1 HTS 8.
For CCC(=O)NC(Nc1ncc(C)s1)(C(=O)OC)C(F)(F)F (stereo not drawn) the results were CAL PDZ FP-1 -0.5, E coli growth -1.1, phage Ecoli inh 2.6, CAL PDZ FP-2 -3, Tat export inh -9, Wnt bcat act -6, SR-BI HDL uptake 6, SR-BI uptake up -6, AddAB inh 3.4 and MITF TRPM1 HTS -1.
`Cc1cnc(NC(=O)c2ccc(OCC3CCCO3)cc2)s1` (stereo not drawn) gave CAL PDZ FP-1 7.8, E coli growth 2.1, phage Ecoli inh 0.9, CAL PDZ FP-2 14, Tat export inh -1, Wnt bcat act 10, SR-BI HDL uptake -1, SR-BI uptake up 1, AddAB inh 0.2 and MITF TRPM1 HTS -25.
`Cc1nc(Cc2ccc(OC(C)C)cc2)[nH]c(=O)c1CC(=O)O` gave CAL PDZ FP-1 -0.4, E coli growth -0.7, phage Ecoli inh 1.3, CAL PDZ FP-2 19, Tat export inh 0, Wnt bcat act -1, SR-BI HDL uptake -5, SR-BI uptake up 5, AddAB inh -4.2 and MITF TRPM1 HTS 8.
Screening Cc1ccc(S(=O)(=O)NCCSc2ccccc2)cc1[N+](=O)[O-] returned CAL PDZ FP-1 0.2, E coli growth 0.5, phage Ecoli inh 1.8, CAL PDZ FP-2 -4, Tat export inh 11, SR-BI HDL uptake -34, SR-BI uptake up 34, AddAB inh 4.3 and MITF TRPM1 HTS -3.
Screening CC(C)=C1SC(N2CCN(c3cccc(Cl)c3)CC2)=NC1=O returned CAL PDZ FP-1 -0.5, E coli growth -0.5, phage Ecoli inh 2.1, CAL PDZ FP-2 -3, Tat export inh -2, Wnt bcat act -6, SR-BI HDL uptake 3, SR-BI uptake up -3, AddAB inh 4.7 and MITF TRPM1 HTS 4.
`COc1ccc(-c2nc(CS(=O)CC(=O)NC3CCCCC3)c(C)o2)cc1` (stereo not drawn) gave CAL PDZ FP-1 -0.4, E coli growth -2.5, phage Ecoli inh -1.4, Tat export inh 0, Wnt bcat act 0, SR-BI HDL uptake 23, SR-BI uptake up -23, AddAB inh 2.3 and MITF TRPM1 HTS -4.

Entries above that have fluorine:
For FC(F)(F)c1cccc(N2CCN(c3nnnn3-c3ccccc3)CC2)c1 the results were CAL PDZ FP-1 0.7, E coli growth -1.0, phage Ecoli inh -0.2, CAL PDZ FP-2 -3, Tat export inh 11, SR-BI HDL uptake -13, SR-BI uptake up 13, AddAB inh -0.4 and MITF TRPM1 HTS 1.
`Fc1ccc(C2CC(c3cccs3)=NN2c2ccccc2)cc1` (stereo not drawn) gave CAL PDZ FP-1 -0.8, phage Ecoli inh 2.6, CAL PDZ FP-2 7, Tat export inh -1, Wnt bcat act -1, SR-BI HDL uptake 24, SR-BI uptake up -24 and MITF TRPM1 HTS 21.
For CCC(=O)NC(Nc1ncc(C)s1)(C(=O)OC)C(F)(F)F (stereo not drawn) the results were CAL PDZ FP-1 -0.5, E coli growth -1.1, phage Ecoli inh 2.6, CAL PDZ FP-2 -3, Tat export inh -9, Wnt bcat act -6, SR-BI HDL uptake 6, SR-BI uptake up -6, AddAB inh 3.4 and MITF TRPM1 HTS -1.

The listing continues.
Screening O=c1c(-c2ccnn2-c2cccc(Cl)c2)cnc2n1CCS2 returned CAL PDZ FP-1 -4.5, E coli growth -1.9, phage Ecoli inh 2.1, CAL PDZ FP-2 2, Tat export inh 2, Wnt bcat act 5, SR-BI HDL uptake -7, SR-BI uptake up 7, AddAB inh 0.3 and MITF TRPM1 HTS -5.
Cc1ccc(F)cc1NC(=O)C1CCCN(c2ncccn2)C1 (stereo not drawn) was read as CAL PDZ FP-1 -0.5, E coli growth -1.5, phage Ecoli inh 1.6, CAL PDZ FP-2 -3, Tat export inh -2, Wnt bcat act -1, SR-BI HDL uptake -25, SR-BI uptake up 25, AddAB inh 1.2 and MITF TRPM1 HTS 8.
`CC1(C)CC(CC(=O)Nc2ccc([N+](=O)[O-])cc2)C(=O)O1` (stereo not drawn) gave CAL PDZ FP-1 -0.1, E coli growth 1.7, phage Ecoli inh 3.7, CAL PDZ FP-2 -3, Tat export inh 0, SR-BI HDL uptake 2, SR-BI uptake up -2, AddAB inh 0.0 and MITF TRPM1 HTS -5.
Screening O=C(Cn1cnc2cc([N+](=O)[O-])ccc2c1=O)Nc1ccc(N2CCOCC2)cc1 returned CAL PDZ FP-1 -0.3, E coli growth 5.0, phage Ecoli inh 7.7, CAL PDZ FP-2 1, Tat export inh 0, Wnt bcat act -2, SR-BI HDL uptake 48, SR-BI uptake up -48, AddAB inh 4.1 and MITF TRPM1 HTS -7.
`O=C(O)c1ccccc1NC(c1ccccc1)c1ccc2cccnc2c1O` (stereo not drawn) gave CAL PDZ FP-1 -0.6, phage Ecoli inh 9.7, CAL PDZ FP-2 0, Tat export inh 12, Wnt bcat act 0, SR-BI HDL uptake 0, SR-BI uptake up 0 and MITF TRPM1 HTS -3.
O=C(CSc1ccccn1)Nc1ccc2c(c1)oc1ccccc12 was read as CAL PDZ FP-1 -2.4, E coli growth 2.8, phage Ecoli inh 6.4, CAL PDZ FP-2 -1, Tat export inh -3, SR-BI HDL uptake -16, SR-BI uptake up 16, AddAB inh 6.7 and MITF TRPM1 HTS 45.
For O=C(c1ccc(=O)[nH]c1)N1CCN(S(=O)(=O)c2cc(C(F)(F)F)ccc2Cl)CC1 the results were CAL PDZ FP-1 -2.4, E coli growth -2.3, phage Ecoli inh 0.2, CAL PDZ FP-2 -4, Tat export inh 7, Wnt bcat act -1, AddAB inh 0.0 and MITF TRPM1 HTS 9.
Screening CN1C(C)(C)CC(=NO)CC1(C)C returned CAL PDZ FP-1 0.1, phage Ecoli inh 0.5, CAL PDZ FP-2 -2, Tat export inh 1, Wnt bcat act -1, SR-BI HDL uptake 7, SR-BI uptake up -7 and MITF TRPM1 HTS -1.
`CCOC(=O)c1[nH]ncc1CN1CCN(Cc2ccccc2)C(CCO)C1` (stereo not drawn) gave CAL PDZ FP-1 -1.3, E coli growth 0.3, phage Ecoli inh 0.2, CAL PDZ FP-2 30*, Tat export inh -8, Wnt bcat act -1, AddAB inh 2.1 and MITF TRPM1 HTS -8.
`CCOC(=O)N1CCN(C(=O)C(C)N(c2ccc(Oc3ccccc3)cc2)S(C)(=O)=O)CC1` (stereo not drawn) gave CAL PDZ FP-1 -1.4, E coli growth 0.0, phage Ecoli inh -0.1, CAL PDZ FP-2 0, Tat export inh -8, AddAB inh 2.8 and MITF TRPM1 HTS -19.
For CC(NC(=O)c1cccc(F)c1)C(c1cccs1)N1CCN(C)CC1 (stereo not drawn) the results were CAL PDZ FP-1 -0.5, E coli growth -1.3, phage Ecoli inh 5.0, Tat export inh -10, Wnt bcat act -1, AddAB inh 1.0 and MITF TRPM1 HTS 2.
